# High-throughput results (PubChem)
# Siah-1 displacement: Siah-1 peptide-binding antagonists, primary screen, biochemical, fluorescence polarization, rhodamine-plectin, uHTS (AID 1817); E3 ubiquitin-protein ligase SIAH1 (Homo sapiens); Siah-1 / rhodamine-plectin peptide fluorescence polarization; higher % means a stronger effect; one-dose displacement, % at 20 µM; IC50 in µM for titrated hits; actives 0.02% (n = 290,000);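 active = displacement of at least 50% at 20 µM, with a fluorescence ratio check between 0.3 and a set limit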;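 note: plate controls were Siah plus tracer with DMSO for no effect and tracer alone without Siah for full effect; strong numbers were not always called active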
# human PMI inhibition: inhibitors of human PMI, primary screen, biochemical, fluorescence intensity, coupled assay (AID 1209); actives 0.42% (n = 190,000); purified PMI enzyme, coupled fluorescence intensity; higher % means a stronger effect; Mannose-6-phosphate isomerase (Homo sapiens); inhibition, % at 20 µM; hits with a dose series show IC50 in µM;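 note: plate controls were DMSO vehicle for no effect and wells lacking substrate for full effect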
# Dynein transport: inhibitors of GR-EGFP nuclear translocation, primary screen, dynein cargo transport inhibitor project, imaging, high-content, 3617.4 mouse cells; test concentration mostly 20 µM; stimulated with dexamethasone, 1 µM; stronger effect = lower value; z-score, hits read low; actives 0.47% (n = 220,000);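 active = plate z-score of nuclear minus cytoplasmic receptor signal below a set negative limit, without overly bright fluorescence or cell loss, cut at about -3.5 in these data, passing the limit was not always enough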;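 note: z-score of nuclear minus cytoplasmic ring GR-EGFP intensity difference per well; some compounds called inactive have numbers as strong as hits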
#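 Buffer or medium: tetracycline-free induction medium containing charcoal-stripped FBS / Reagent: dexamethasone agonist, 1.0 µM final, for 30 min / Technique: automated 10x imaging of fixed Hoechst-stained cells / Times: induction 48 h, compound 1 h, agonist 30 min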
# human PMI inhibitors: human PMI inhibitors, high substrate, primary screen, biochemical, fluorescence intensity, high mannose 6-phosphate (AID 1220). Mannose-6-phosphate isomerase (Homo sapiens). recombinant PMI enzyme, coupled fluorescence intensity; higher % means a stronger effect. inhibition, % at 20 µM, or IC50 in µM where a hit was titrated. actives 0.66% (n = 190,000)
# LYP inhibition: inhibitors of LYP phosphatase, biochemical, fluorescence intensity, uHTS (AID 1779). Tyrosine-protein phosphatase non-receptor type 22 (Homo sapiens). recombinant LYP phosphatase, fluorescence intensity; higher % means a stronger effect. inhibition, % at 11.5 µM; hits with a dose series show IC50 in µM. actives 0.054% (n = 290,000);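 note: plate controls were vehicle with enzyme for no effect and no enzyme for full effect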
# P. falciparum M17LAP: P. falciparum M17LAP inhibitors, primary screen, biochemical, fluorogenic H-Leu-NHMec substrate, 1536-well (AID 1619); recombinant M17LAP, H-Leu-NHMec fluorogenic kinetic assay; higher % means a stronger effect; inhibition, % at 30 µM, or IC50 in µM where a hit was titrated; Leucine aminopeptidase (Plasmodium falciparum (isolate 3D7)); actives 0.38% (n = 220,000);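 active = compound inhibiting the enzyme by more than half at any dose during confirmatory dose-response retesting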;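 note: plate controls were full reaction with DMSO carrier for no effect and no enzyme background for full effect; strong numbers were not always called active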
# XIAP antagonists: XIAP antagonists, biochemical, IAP family, fluorescence polarization (AID 1018); actives 0.007% (n = 200,000); displacement, % at 20 µM, or IC50 in µM where a hit was titrated; XIAP BIR domain, fluorescence polarization peptide displacement; higher % means a stronger effect; in the data active = displacement above about 50%; note: a part of the inactive calls stands beside numbers as strong as those of hits
# P. falciparum M1AAP: P. falciparum M1AAP inhibitors, biochemical, fluorogenic H-Leu-NHMec substrate, 1536-well (AID 1445) | Aminopeptidase N (Plasmodium falciparum (isolate 3D7)) | recombinant M1AAP, H-Leu-NHMec fluorogenic kinetic assay; higher % means a stronger effect | inhibition, % at 30 µM; hits with a dose series show IC50 in µM | actives 0.42% (n = 220,000);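 active = primary inhibition above the hit cutoff, then over 50% inhibition at one or more dose response concentrations, cut at about 23% in these data, passing the limit was not always enough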;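 note: plate controls were DMSO full reaction for no effect and no enzyme background for full effect; strong numbers were not always called active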
# AID2073: inhibitors of Mint1-CaV2.2 protein interaction, biochemical, HTRF (AID 2073); inhibition, % at 20 µM, or IC50 in µM where a hit was titrated; HTRF protein-protein interaction, Mint1-CaV2.2; higher % means a stronger effect; Voltage-dependent N-type calcium channel subunit alpha-1B (Homo sapiens); actives 0.19% (n = 290,000); in the data active = inhibition mostly above about 51%, no sharp cut-off; note: some results filed as inactive read as strong as hits
# Dynein transport cytoplasmic EGFP: recorded beside Dynein transport, whose call it bears; z-score; measured here: cytoplasmic GR-EGFP intensity; stronger effect = higher value
# Dynein transport nuclear GR-EGFP: second read-out of Dynein transport, no call of its own (marks repeat the call); z-score; measured here: nuclear GR-EGFP intensity;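 lower value marks the stronger effect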
# Dynein transport cell count: further read-out of Dynein transport, marked with its call; z-score; measured here: cell count per field
# An asterisk follows results filed as active; . = no result given. Cut-off read from the data, not from the text of the source, unless noted: active = inhibition above about 50%; inactive = the rest.
SMILES,Siah-1 displacement,human PMI inhibition,Dynein transport,Dynein transport cytoplasmic EGFP,Dynein transport nuclear GR-EGFP,Dynein transport cell count,human PMI inhibitors,LYP inhibition,P. falciparum M17LAP,XIAP antagonists,P. falciparum M1AAP,AID2073
Cn1ncc([N+](=O)[O-])c1C(=O)N/N=C/c1ccc(F)cc1,14%,-7%,0.18,-0.32,-0.18,0.093,-2%,2%,-1%,-3.0%,1%,-4%
Cn1c(=O)c2c(nc(CN3CCN(C(=O)c4ccco4)CC3)n2Cc2ccc(Cl)cc2)n(C)c1=O,1%,0%,-0.11,-0.081,0.23,1,-4%,-3%,-1%,-0.7%,1%,6%
Cc1nnc(N(C)C(=O)Cc2ccc3c(c2)OCO3)s1,6%,-9%,-0.068,1.2,0.49,1.1,-10%,-1%,7%,-2.0%,2%,6%
O=C(NCc1ccc(Cl)cc1)c1ccc(N2CCCC2=O)cc1,20%,-10%,2.3,-0.15,1.7,-0.86,-11%,-2%,-12%,1.0%,-8%,-7%
CCN(CC)c1ccc(/C=N/NC(=O)c2cccc(S(=O)(=O)Nc3ccccc3OC)c2)c(O)c1,-14%,-2%,0.8,0.93,0.16,-1.1,2%,7%,14%,-6.9%,-5%,43%
NC(=O)C1CCN(c2ncccc2[N+](=O)[O-])CC1,-2%,-6%,-0.3,-0.26,-0.21,0.08,-3%,1%,1%,3.1%,-1%,-5%
O=C(Cn1c(=S)[nH]c2ccccc2c1=O)N1CCc2ccccc2C1,1%,0%,0.16,0.23,0.054,0.26,4%,0%,0%,-3.8%,0%,-18%
CN(C)c1nc(N)nc(CSc2ncc(Cl)cc2Cl)n1,-2%,19%,0.75,-0.21,0.67,0.11,16%,-3%,-6%,-5.1%,-3%,-7%
CC1(OC(=O)CCc2ccccc2)C(=O)C=C2C=C3CCCN3C=C2C1=O (stereo unspecified),-2%,.,0.11,-0.76,0.11,-0.0076,.,-11%,9%,.,0%,13%
COc1ccccc1CCNC(=O)CSc1nc(-c2ccco2)cc(C(F)(F)F)n1,-5%,12%,-0.27,-0.23,0.031,0.67,11%,2%,1%,-5.9%,-2%,1%
CCC1(NC(C)=O)CC2CC1CC2NC(C)=O (stereo unspecified),0%,12%,-1.3,-0.27,-0.48,0.67,14%,4%,21%,-2.1%,12%,9%
c1ccc(-n2nnc3c(N4CCOCC4)ncnc32)cc1,-3%,12%,0.51,-0.16,0.52,-1,4%,-5%,-5%,-3.0%,7%,-21%
CCc1ccc(OCC(=O)NC(=S)Nc2ccc(F)cc2)c(Br)c1,3%,-1%,-0.3,-0.1,0.49,0.56,-6%,-2%,-5%,0.2%,-1%,-8%
O=C(COC(=O)c1ccc[nH]c1=O)NC1CCCC1,4%,-14%,-0.25,-0.11,0.13,0.64,-4%,-10%,18%,-1.6%,2%,-3%
Cc1nn(Cc2ccc(Br)cc2)c(C)c1NC(=O)c1nn(C)cc1Cl,-3%,11%,-0.49,-0.26,-0.45,1.2,8%,-3%,-45%,-7.6%,1%,25%
CSc1nc(-c2cccs2)c(C#N)c(=O)[nH]1,-1%,.,-0.81,-0.22,-0.58,0.95,.,-7%,8%,.,1%,39%
CCCCC1CCC(C(=O)OCC(=O)Nc2ccc(S(N)(=O)=O)cc2)CC1 (stereo unspecified),6%,15%,0.055,-0.2,0.49,-1.5,6%,-1%,-19%,-7.5%,0%,9%
CCN1CCN(c2ccc(S(=O)(=O)N3CCCCC3)cc2NC(=O)c2ccc(F)cc2)CC1,4%,-13%,-0.64,-0.23,-0.51,0.27,-18%,-7%,0%,-1.4%,9%,-5%
COC(=O)C1(C)NC(=O)c2ccccc2N1 (stereo unspecified),3%,5%,-0.67,-0.2,-0.051,0.57,2%,-4%,-13%,-5.8%,-8%,38%
C/C(CC(=O)Nc1ccc(Cl)cc1Cl)=N\NC(=O)c1cnccn1,2%,.,-0.97,-0.26,0.13,0.75,.,0%,0%,.,4%,5%
O=C1CCCN1c1cc(Cl)cc(Cl)c1,1%,-8%,-0.33,-0.13,-0.14,0.62,-4%,-5%,8%,-2.2%,4%,-4%
Cc1ccccc1CSc1nc2c(c(=O)[nH]1)CCCC2,0%,-9%,0.99,-0.35,0.45,-0.85,-5%,2%,0%,-6.2%,3%,10%
CCCOc1ccc(C(=O)CCNc2ccc(C)c(Cl)c2)cc1,4%,0%,-1.5,-0.2,-0.76,0.36,-1%,-8%,-3%,-0.9%,1%,0%
CCCn1nnc(NC(=S)NC(=O)CC)n1,-2%,14%,-0.35,-0.17,0.22,0.25,6%,-10%,10%,-4.6%,10%,-13%
COc1ccc(Cl)cc1NC(=O)CN(C)CC(=O)Nc1ccccc1N1CCOCC1,1%,-1%,1.1,-0.33,0.16,-0.019,-10%,2%,0%,-3.0%,-2%,6%
O=C(NCC1COc2ccccc2O1)C1CCCN(S(=O)(=O)c2cccc3cccnc23)C1 (stereo unspecified),-1%,8%,-0.56,-0.22,-0.12,0.68,6%,-10%,15%,-2.7%,9%,-6%
O=C(Cn1cc(C(F)(F)F)ccc1=O)N/N=C/c1ccc(Cl)cc1Cl,10%,6%,-0.71,-0.28,-0.69,0.92,-4%,-6%,3%,-7.3%,2%,3%
Cc1ccc(S(=O)(=O)Cc2ccc(C(=O)OCc3ccccc3)cc2)cc1,-6%,18%,0.053,-0.22,0.34,-0.058,16%,-5%,3%,-5.7%,-1%,5%
Cc1ccc(C(=O)NCCc2cccc(Cl)c2)cc1[N+](=O)[O-],6%,5%,0.067,-0.24,0.24,0.39,9%,-3%,-6%,-2.7%,8%,10%
COC(=O)Nc1sc2c(c1C(N)=O)CCCCCC2,6%,39%,0.6,-0.14,-0.027,-1.4,13%,6%,5%,-14%,13%,-8%

# 3 structures already listed, ordered by molar mass, rising:
SMILES,Siah-1 displacement,human PMI inhibition,Dynein transport,Dynein transport cytoplasmic EGFP,Dynein transport nuclear GR-EGFP,Dynein transport cell count,human PMI inhibitors,LYP inhibition,P. falciparum M17LAP,XIAP antagonists,P. falciparum M1AAP,AID2073
c1ccc(-n2nnc3c(N4CCOCC4)ncnc32)cc1,-3%,12%,0.51,-0.16,0.52,-1,4%,-5%,-5%,-3.0%,7%,-21%
O=C(Cn1c(=S)[nH]c2ccccc2c1=O)N1CCc2ccccc2C1,1%,0%,0.16,0.23,0.054,0.26,4%,0%,0%,-3.8%,0%,-18%
COc1ccc(Cl)cc1NC(=O)CN(C)CC(=O)Nc1ccccc1N1CCOCC1,1%,-1%,1.1,-0.33,0.16,-0.019,-10%,2%,0%,-3.0%,-2%,6%

# New compounds follow
SMILES,Siah-1 displacement,human PMI inhibition,Dynein transport,Dynein transport cytoplasmic EGFP,Dynein transport nuclear GR-EGFP,Dynein transport cell count,human PMI inhibitors,LYP inhibition,P. falciparum M17LAP,XIAP antagonists,P. falciparum M1AAP,AID2073
COc1ccccc1NC(=O)Cn1nc(C(F)(F)F)c2c1CCCC2,-3%,0%,-0.27,-0.11,-0.12,1.2,-14%,-7%,1%,-5.8%,3%,2%
CCn1c(CNc2cccc(C(F)(F)F)c2)n[nH]c1=S,0%,-2%,-0.28,-0.35,-0.21,0.46,-4%,0%,27%,-2.7%,-1%,-14%
O=C(CCN1CCN(c2ccccc2F)CC1)c1ccc(Br)cc1,3%,60%*,-4.3*,0.67*,-2.3*,0.6*,38µM*,-3%,-13%,0.2%,10%,5%
CC(C)(C)c1ccc(NC(=O)N2CCN(c3ccc([N+](=O)[O-])cn3)CC2)cc1,13%,.,0.031,-0.21,-0.17,0.8,.,-4%,3%,.,-1%,-9%
COn1c(SCc2ccc(C)cc2C)nc2ccccc2c1=O,1%,0%,-1.2,-0.22,-1.4,-0.21,5%,-1%,9%,-0.5%,3%,8%
Cc1ccccc1NS(=O)(=O)c1ccc2[nH]c(=O)[nH]c2c1,-3%,8%,0.67,-0.16,0.34,-0.87,13%,0%,94%,14%,16%,7%
CCCc1cc(=O)oc2cc3occ(C)c3cc12,2%,3%,-0.13,0.24,-0.11,0.087,7%,-7%,-24%,-3.8%,9%,17%
COc1ccccc1-n1cc(-c2ccc(Cl)cc2)[nH]c1=O,-4%,-11%,-0.67,-0.16,-0.35,-0.18,-11%,-6%,12%,-2.7%,2%,22%
CCOc1ccc(NC(=O)C2CC(=O)N=C(N)S2)cc1 (stereo unspecified),-7%,5%,-0.77,-0.12,-0.12,0.44,-3%,-4%,9%,-7.4%,1%,15%
Cc1cc(C)c(C#N)c(SCC(=O)NN2CC(=O)N(c3ccccc3F)CC2=O)n1,1%,-6%,-0.44,-0.2,-0.52,0.4,-12%,-6%,-25%,-11%,6%,6%
COc1ccccc1NC(=O)c1ccccc1NS(C)(=O)=O,4%,5%,-0.1,-0.25,0.07,0.066,3%,0%,-4%,3.9%,5%,17%
O=C(O)CCC/C=C\C[C@@H]1[C@@H](/C=C/[C@@H](O)COc2cccc(Cl)c2)[C@H](O)C[C@@H]1O,2%,7%,0.26,-0.27,0.57,0.57,10%,-2%,15%,-26%,6%,3%
O=C1c2ccccc2C(Nc2ccc(Cl)cn2)N1c1cccnc1 (stereo unspecified),1%,-11%,-0.25,-0.18,0.073,0.45,6%,-6%,-2%,-4.0%,0%,6%
Cc1nc(-c2cccc(NS(C)(=O)=O)c2)cs1,0%,3%,-0.41,-0.2,-0.37,0.54,3%,-7%,11%,1.4%,4%,-3%
COc1ccc(CN(CC(=O)NC2CCCCC2)C(=O)CCCC(=O)Nc2ccccn2)cc1,1%,.,-0.68,-0.25,-0.0044,1,.,-5%,-7%,-6.7%,3%,4%
O=C(O)c1ccccc1C(=O)N1CC=C(c2ccccc2)CC1,5%,0%,-0.086,-0.19,0.056,-0.16,13%,4%,-16%,-2.8%,1%,8%
O=C(CCSc1ccc(Cl)cc1)NC1CCCCC1,-2%,6%,0.46,-0.18,0.022,-0.17,3%,-6%,3%,-2.5%,-2%,7%
Cc1ccc(SC2CC(=O)N(c3ccc4c(c3)OCCO4)C2=O)cc1 (stereo unspecified),-1%,-2%,0.29,-0.26,0.35,0.01,-2%,-2%,-5%,-0.5%,4%,18%
COc1cc(NC(=S)NC(=O)C(C)C)ccc1NC(=O)c1cc2ccccc2o1,6%,2%,0.048,0.57,0.92,-1.7,-5%,2%,0%,-4.6%,11%,0%
CC(=O)Nc1ccc(S(=O)(=O)Nc2nnc(C(C)C)s2)cc1,0%,2%,-0.68,-0.45,-0.36,1.1,-7%,-4%,6%,-4.8%,8%,-10%
